USP2a block – USP2a (human) protease inhibition | USP2 core, Ub-CHOP2 coupled fluorogenic reporter, 485/531 | 0.01% of 330,000 active | Potency, µM (highest dose often 38.3 µM), inactives show top-dose activity change, negative = inhibition, most hits filed as inhibitors | O75604;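 further: potency means the concentration at half of the fitted maximal effect; plate controls were DMSO wells for no effect and full inhibition by NEM control for full effect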
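Deubiquitinase activity read as fluorescence (485/531 nm) after Ub-CHOP2 cleavage activates the enterokinase reporter on its substrate; USP2 core 10nM, Ub-CHOP2 and substrate 25nM each, 30min compound preincubation then 60min RT; data normalized to NEM, curves fitted.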
S-ASM inh – human S-ASM enzyme inhibition | P17405 | placental ASM, HMU-PC fluorogenic substrate, 60 min | Potency, µM (doses to about 57.5 µM), without a hit: top-dose activity change, negative = inhibition, usual class: inhibitors | 0.006% of 340,000 active | AID 504937; further: potency means the concentration at half of the fitted maximal effect
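Human placenta-derived ASM enzyme was preincubated with compound for 10 minutes at room temperature, then given fluorogenic substrate HMU-PC0 (9 uM final) for 60 minutes at 37 °C; a pH 10 stop preceded fluorescence reading at Ex 386/Em 447 nm.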
TRPV1 ag – human TRPV1 agonism; Q8NER1; TRPV1-expressing cells, Fluo-8 calcium influx, agonist mode; activation, % at 8.33 µM; 0.19% of 320,000 active; AID 540275; in the data active means activation above about 80%; inconclusive means between about 30% and that limit; further: 0% is about no effect
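TRPV1-expressing cells were cultured overnight at 35.5C and loaded with Fluo-8 calcium dye for 40 to 90 min at room temperature. After a 10 s baseline, compound was added and calcium influx was read kinetically for 3 min (ex 480/em 520 nm).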
a7 integrin act – activators of alpha7 integrin expression for muscular dystrophy | alpha7betagal myoblasts, beta-gal FDG fluorescence, 48 h | 0.064% of 350,000 active | Potency, µM (titrated, usually from 38.3 µM), inactives show at the top dose activation, hits mostly activators;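 further: potency means the concentration at half of the fitted maximal effect; 100% = response of the positive control SU9516; nearly all actives have a fitted effect of over 60% in size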
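Alpha7betagal+/- myoblasts (passage 13) were plated 16-24 hr, then exposed to compounds (1:260 dilution of DMSO stock) for 48 hours at 37C. After MPER lysis, β-galactosidase reporter activity was read as FDG fluorescence (ex 480/em 540) after 30 minutes.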
p53 reactivation – re-activators of mutant p53 | H1299 p53-A138V BP100-luciferase reporter, luminescence, 24 h | Potency, µM (highest dose often 92.2 µM), inactives show at the highest dose activity change, positive = activation, usual class: activators | 0.063% of 320,000 active; further: potency means the concentration at half of the fitted maximal effect; % of control where 0% means no effect; nearly all actives have a fitted effect of over 45% in size
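p53-null H1299 cells stably carrying temperature-sensitive p53-A138V and a BP100-luciferase reporter were pinned with compounds (4-point, 1:5 series) and held 24 hrs at 37 deg C. Luminescence was read 10 min after detection reagent.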
B2AR arrestin – recruits beta-arrestin to the human beta2-adrenergic receptor; P07550; beta-arrestin recruitment to beta2AR, cell-based reporter; Potency, µM (doses to about 46.1 µM), for the others: at the top dose activation, hits mostly activators; 0.02% of 330,000 active; AID 492947;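 further: potency means the concentration at half of the fitted maximal effect; 0% = DMSO controls and full agonism = EC100 isoproterenol or metaproterenol; nearly all actives have a fitted effect of over 65% in size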
Eya2 inh – inhibitors of human Eya2 phosphatase activity. O00167. recombinant Eya2, OMFP fluorescence dephosphorylation (OMFP is methylfluorescein phosphate). Potency, µM (top dose mostly 76.9 µM), for inactives: at the top dose activity, negative = inhibition, usual class: inhibitors. 0.006% of 330,000 active; further: potency means the concentration at half of the fitted maximal effect; on the % scale 0 is the no-effect control and ±100 the full control effect
Target sequence (O00167 whole entry, looked up): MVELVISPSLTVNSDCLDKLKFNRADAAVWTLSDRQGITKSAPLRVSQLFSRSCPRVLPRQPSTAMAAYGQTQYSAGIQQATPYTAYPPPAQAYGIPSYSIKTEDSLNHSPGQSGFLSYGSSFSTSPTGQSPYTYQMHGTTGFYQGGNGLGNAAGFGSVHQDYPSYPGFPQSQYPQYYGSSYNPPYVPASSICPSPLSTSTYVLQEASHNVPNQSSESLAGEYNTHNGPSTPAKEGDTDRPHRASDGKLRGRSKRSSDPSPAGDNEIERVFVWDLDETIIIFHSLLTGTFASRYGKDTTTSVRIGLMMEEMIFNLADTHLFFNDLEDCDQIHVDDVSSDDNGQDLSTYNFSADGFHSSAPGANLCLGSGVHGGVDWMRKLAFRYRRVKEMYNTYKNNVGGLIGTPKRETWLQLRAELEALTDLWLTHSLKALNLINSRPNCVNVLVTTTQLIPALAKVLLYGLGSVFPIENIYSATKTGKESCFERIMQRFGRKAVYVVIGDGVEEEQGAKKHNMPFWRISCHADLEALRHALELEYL
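Eya2 protein (added as 0.2 uM solution) was preincubated with compound for 10 min at ambient temperature in 50 mM HEPES pH 7.5, 50 mM NaCl, 5 uM MgCl2, 0.05% BSA, 1 mM DTT. OMFP (added at 50 uM) then reacted 10 min; fluorescence read at 485/525 nm.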
uPA generation – cell surface uPA generation inhibition. cell surface uPA generation assay, qHTS. Potency, µM (highest dose often 38.3 µM), inactives show top-dose activity change, negative = inhibition, actives largely listed as inhibitors. 0.31% of 330,000 active. AID 540303; active means well fitted inhibition curve with a large enough effect; inconclusive means small, poorly fitted or top-dose-only effect; inactive means no such curve, though single readings can be large or run the other way; tested in mouse RAW 264.7 cells; further: potency means the concentration at half of the fitted maximal effect; on the % scale 0 is the no-effect control and ±100 the full control effect; nearly all actives have a fitted effect of over 55% in size
BRCA1 expr up – BRCA1 expression activation; MCF7-BRCA1-FFLuc reporter, luminescence, 48 h; response scale: scaled: vehicle 0%, 10 µM genistein 100%; Potency, µM (top dose mostly 46.1 µM), for the others: top-dose activation, actives largely listed as activators; 1.1% of 380,000 active; further: potency means the concentration at half of the fitted maximal effect; nearly all actives have a fitted effect of over 80% in size; some results filed as inactive show a strong effect at the top dose
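Cells: MCF7-BRCA1-FFLuc, 2000/well. Exposure: 48 h, 37 °C, 5% CO2. Read: luminescence, 15 min post-substrate. Controls: genistein 10 microM (maximal activation), DMSO (neutral).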
TSG101-PTAP inh – blocks PTAP/TSG101 interaction to inhibit HIV-1 budding. Q99816. Potency, µM (series often up to 115 µM), inactives show at the highest dose activity change, negative = inhibition, usual class: inhibitors. Fluorescence polarization, FITC-PTAP peptide / Tsg101 binding. 340,000 tested, under 10 active; active means well fitted inhibition curve with a large enough effect in the main read-out, with a control signal flat, not every such curve was filed as active; inconclusive means small, poorly fitted or top-dose-only effect, or effect the other way, or a change in a side signal; inactive means no such curve, though single readings can be large or run the other way; further: potency means the concentration at half of the fitted maximal effect; % of control where 0% means no effect
Target sequence (Q99816 whole entry, looked up): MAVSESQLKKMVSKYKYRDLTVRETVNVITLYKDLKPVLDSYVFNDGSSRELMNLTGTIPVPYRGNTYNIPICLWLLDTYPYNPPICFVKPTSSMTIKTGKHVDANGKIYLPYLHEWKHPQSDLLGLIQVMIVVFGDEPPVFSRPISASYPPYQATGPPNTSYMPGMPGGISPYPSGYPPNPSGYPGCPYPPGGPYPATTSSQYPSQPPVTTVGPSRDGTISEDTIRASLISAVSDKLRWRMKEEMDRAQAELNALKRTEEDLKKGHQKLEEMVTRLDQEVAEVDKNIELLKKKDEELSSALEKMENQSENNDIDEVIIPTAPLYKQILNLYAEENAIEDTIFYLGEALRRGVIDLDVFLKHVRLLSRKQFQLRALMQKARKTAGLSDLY
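Fluorescence anisotropy tracks displacement of a FITC-tagged PTAP peptide (50 nM) from the Tsg101 binding domain (10 uM), following a 20 min room-temperature incubation at pH 7.5.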
ELG1 genotox – induces genotoxicity in HEK293T cells with luciferase-tagged ELG1; HEK293T ELG1-luciferase reporter, luminescence, 16 h; Potency, µM (titrated, usually from 46 µM), for the others: at the top dose activity change, positive = activation, actives largely listed as activators; 1.3% of 330,000 active; AID 504466; further: potency means the concentration at half of the fitted maximal effect; % of control where 0% means no effect; nearly all actives have a fitted effect of over 60% in size
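ELG1-luciferase HEK293T cells, 2,000/well; compound pinned in; 16 hr, 37 °C, 5% CO2; ONE-Glo, 30 min RT; luminescence on CCD imager.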
An asterisk follows results filed as active; ? = inconclusive; · = not tested or not shown; [ ] = remark or other dose. Unless noted, the call rests on the fitted dose curve; in most records, active means well fitted curve in the direction sought with a large enough effect; inconclusive means small, poorly fitted or top-dose-only effect, or another doubt; inactive means no such curve, though single readings can be large; an effect the other way counts as inactive or inconclusive. Compounds were not picked by outcome; about 2.6% have a hit in one of these screens.

SMILES	USP2a block	S-ASM inh	TRPV1 ag	a7 integrin act	p53 reactivation	B2AR arrestin	Eya2 inh	uPA generation	BRCA1 expr up	TSG101-PTAP inh	ELG1 genotox
Cc1nc(C)c(CC(=O)N/N=C/c2ccc(O)cc2)c(=O)[nH]1	-0.8%	4.2%	-1.2	-19.2%	-3.6%	?	3.6%	-3.2%	-0.2%	-0.4%	-0.1%
COc1ccc([N+](=O)[O-])cc1NC(=O)COC(=O)Cc1cc(OC)c(OC)c(OC)c1	2.3%	-0.6%	-3.2	6.8%	7.8%	-0.3%	8.5%	-2.8%	-6.2%	-1.8%	0.0%
COCCCn1c(C)nc2c(c1=O)c1nc3ccccc3nc1n2CCc1ccccc1	-1.5%	·	9.7	-14.8%	-5.7%	0.2%	12.3%	-0.9%	-26.0%	-3.4%	-11.4%
COc1ccc(S(=O)(=O)N2CCOCC2)cc1NC(=O)/C=C/c1ccc(F)cc1	-1.0%	-10.3%	8.5	-0.7%	-7.6%	-0.1%	1.6%	7.6%	-34.3%	-0.2%	0.0%
CC1CCN(c2c(NCC3CCC(C(=O)NCCC4=CCCCC4)CC3)c(=O)c2=O)CC1 (stereo not drawn)	-3.6%	-2.4%	7.7	27.2%	-1.8%	0.4%	7.6%	-0.8%	-17.6%	-5.2%	-3.8%
Cc1ccc(C(=O)C2=C(O)C(=O)N(Cc3cccnc3)C2c2ccc(OC(C)C)cc2)o1 (stereo not drawn)	-1.2%	-1.1%	12.8	2.2%	-7.8%	0.0%	1.5%	1.3%	-21.6%	-1.6%	-7.5%
O=C(N1CCCCCC1)N1CCN(C(=O)N2CCCCC2)CC1	2.2%	1.3%	11.7	-2.8%	-0.1%	-0.7%	-5.6%	3.4%	1.8%	-4.7%	2.4%
CC(C)(C)NCc1cc2ccccc2[nH]c1=O	0.7%	2.9%	3.4	0.3%	-0.1%	0.5%	1.1%	-5.3%	10.9%	-2.8%	-1.0%
CN(C)c1nc(SCC(=O)Nc2ccccc2)nc(N2CCOCC2)n1	-5.3%	-3.9%	-5.3	-14.7%	-2.1%	-0.3%	-11.6%	-3.8%	-9.2%	-3.3%	-3.7%
O=S(=O)(Nc1cccc(-c2cn3c(n2)SCC3)c1)c1ccc(F)cc1F	?	-2.6%	6.6	17.3%	-24.2%	-1.5%	7.8%	-5.8%	-7.2%	-2.0%	-3.9%
Cc1ccc(S(=O)(=O)N2CCN(C(=O)CCn3cncn3)CC2)cc1	3.8%	2.0%	-2.7	-12.4%	-0.3%	3.0%	0.5%	3.9%	-0.4%	-4.3%	-0.2%
O=C(NCc1cccc(C(F)(F)F)c1)C1CC(c2cccc(F)c2)=NO1 (stereo not drawn)	-13.9%	2.3%	19.8	-6.9%	0.8%	-0.3%	2.6%	4.5%	0.0%	0.5%	1.1%
CNC(=O)c1c(NC(=O)c2ccc(S(=O)(=O)N3CCCc4ccccc43)cc2)sc2c1CCN(C)C2	2.7%	-22.7%	17.7	-4.2%	-1.9%	-1.2%	-9.7%	-16.7%	-5.2%	?	-3.5%
Cc1ccnc(Nc2nc(-c3ccccc3)cs2)c1	3.5%	5.6%	7.3	0.0%	·	-0.7%	5.9%	?	?	2.0%	?
COc1ccc(/C=C(\NC(=O)c2ccccc2)C(=O)N/N=C/c2sccc2C)cc1	0.1%	·	-4.0	0.5%	-7.7%	-0.2%	-8.0%	-1.7%	-17.1%	-0.5%	6.9%
CC1=C(C)CC(C(=O)NNC(=O)c2ccccc2)C(C(=O)O)C1 (stereo not drawn)	3.7%	2.3%	1.7	-18.6%	7.4%	-0.5%	12.9%	2.3%	4.6%	-5.0%	2.6%
CCNC(=S)N/N=C/c1cccc(C)c1	2.3%	-0.2%	-4.1	1.7%	28.5%	-0.3%	16.9%	0.2%	10µM*	-0.2%	10.6%
O=S(=O)(c1ccc(Cl)cc1)N1CCc2ccccc21	-2.1%	4.5%	2.8	-43.4%	·	-1.1%	-6.5%	2.8%	-7.7%	?	-6.2%
N#Cc1cn(Cc2ccccc2)c2ccccc12	-1.5%	-2.7%	7.5	-20.1%	1.2%	-0.2%	-8.4%	1.2%	0.0%	0.8%	22.1%
CC(=O)C1=NN(c2ccc(Cl)cc2)C(c2ccc3c(c2)OCO3)N(C(C)=O)N1C (stereo not drawn)	-0.3%	-5.9%	-3.8	-11.0%	0.5%	0.4%	-12.3%	?	-29.8%	-0.8%	-13.9%
O=S(=O)(NCCN1CCCC1)c1ccc(C(F)(F)F)cc1	-0.9%	1.5%	2.3	2.8%	-2.1%	-0.1%	5.8%	3.9%	6.6%	-3.9%	0.8%
COc1ccc2nc(/C(C#N)=C\c3ccc(C(=O)O)cc3)[nH]c2c1	0.0%	8.8%	-1.3	21.7%	18.3%	-1.0%	-3.0%	2.8%	-11.3%	0.5%	2.3%
Cc1ccccc1NC(=O)/C(C#N)=C\c1cc(C)n(-c2ccc(C(=O)O)cc2)c1C	0.9%	41.7%[activator]	5.8	29.5%	-6.4%	-0.7%	-8.4%	8.5%	-7.9%	-1.5%	0.0%
CCC(=O)N(CCc1ccccc1C)Cc1cc2cc3c(cc2[nH]c1=O)OCO3	3.1%	30.1%[activator]	13.1	11.3%	-7.6%	-0.1%	9.3%	2.2%	-22.3%	-0.9%	-0.4%
O=C(c1ccc(Cl)cc1)N1CCC(O)(CSc2ccc(Cl)cc2Cl)CC1	-14.0%	-12.8%	-1.3	-2.2%	-23.1%	-1.8%	-16.3%	7.1%	-39.9%	-1.9%	-11.1%

Just Eya2 inh, for 2 of the compounds above:
molecule,Eya2 inh
COc1ccc2nc(/C(C#N)=C\c3ccc(C(=O)O)cc3)[nH]c2c1,-3.0%
Cc1ccccc1NC(=O)/C(C#N)=C\c1cc(C)n(-c2ccc(C(=O)O)cc2)c1C,-8.4%

Additional results follow:
SMILES	USP2a block	S-ASM inh	TRPV1 ag	a7 integrin act	p53 reactivation	B2AR arrestin	Eya2 inh	uPA generation	BRCA1 expr up	TSG101-PTAP inh	ELG1 genotox
Cc1ccc(C)c(NC(=O)C2CC(=O)N(C3CCCCC3)C2)c1 (stereo not drawn)	2.3%	0.9%	10.4	-58.4%[inhibitor]	-0.7%	-0.2%	6.0%	-0.2%	-13.3%	-2.4%	-5.6%
COc1ccccc1NC(=O)COC(=O)c1ccccc1C(=O)N1CCN(c2ccccc2)CC1	10.0%	-3.6%	3.4	2.0%	-1.4%	0.4%	-1.2%	-0.8%	-24.4%	-5.2%	-17.8%
O=C(O)[C@]1(S(=O)(=O)c2ccccc2)C[C@@H]2ON=C(c3cccc(Br)c3)[C@@H]2C1	1.4%	5.9%	-3.3	2.8%	5.9%	-0.3%	-10.0%	1.3%	6.9%	-1.2%	1.1%
Cc1c(S(=O)(=O)N2CCN(c3cccc(C(F)(F)F)c3)CC2)c(=O)n(C)c(=O)n1C	1.3%	3.5%	-7.4	-4.6%	3.3%	-0.8%	17.2%	-2.2%	-14.0%	1.8%	15.9%
Cc1ccc(N(C(=O)C2CCC(=O)N2)C2(C(=O)NC3CCCC3)CCCCC2)cc1 (stereo not drawn)	3.4%	4.9%	-2.8	-11.6%	-2.3%	-0.6%	-9.1%	1.9%	-4.2%	-5.2%	5.2%
COc1ccc(CCN(C)C(=O)c2oc3ccccc3c2C)cc1OC	2.7%	·	9.2	-1.3%	-4.7%	0.2%	-5.5%	?	-8.0%	-2.1%	-0.5%
COCCN(C(=O)COC(=O)CCn1c(C)csc1=O)c1c(N)n(Cc2ccccc2)c(=O)[nH]c1=O	0.0%	-7.8%	4.0	0.7%	0.3%	-0.3%	14.7%	0.1%	6.0%	-0.2%	-6.7%
CCCC(=O)c1ccc2c(c1)OCCO2	-0.2%	-1.9%	4.3	2.8%	10.6%	0.0%	13.2%	-0.8%	8.6%	-1.5%	20.2%
Cc1ccc(OCC(=O)NCCCNC(=O)c2ccco2)cc1C	1.7%	1.4%	-0.3	16.9%	-5.7%	-0.3%	-7.2%	-2.6%	-6.1%	-2.2%	-3.1%
CCOc1cc(C=O)ccc1OCCSc1ccc(Cl)cc1	-5.0%	-15.6%	-3.7	-8.4%	2.9%	-0.1%	-3.9%	-1.2%	7.0%	-2.6%	-5.8%
COc1cc(C(=O)Nc2cccc3ncccc23)cc(OC)c1OC	-14.5%	-1.4%	-2.3	-6.1%	-6.6%	0.1%	28.3%	-9.3%	-19.1%	1.0%	4.1%

Bioassay records as filed in PubChem BioAssay.
